Platelet DG rel: modulates dense granule release in human platelets; human platelet-rich plasma, SFLLRN dense granule ATP release, luminescence; inhibition, %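 (compounds screened at 7.5 µM in platelet-rich plasma)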; 300,000 compounds, 0.22% hits; AID 1663;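 active = mean replicate score, as percent of positive control, at or above 50; inconclusive = mean below 50 but at least one replicate at or above 50; inactive = mean and every replicate below 50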
aSyn 5UTR inh: 5' untranslated region of α-synuclein, MLPCN primary screen | inhibition, % (tested at 7.5 µM) | alpha-synuclein 5'UTR reporter, inhibitor activity | 300,000 compounds, 0.82% hits; in the data active = inhibition above about 60%; inconclusive = no clear call, values can overlap the other calls;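 also: H4 neuroglioblastoma cells stably carrying SNCA 5'UTR luciferase fusion; 0% = DMSO wells and 100% = positive control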
KLF5 inh: inhibitors of KLF5 expression; DLD-1 KLF5 promoter-luciferase reporter, luminescence; inhibition, % at 5 µM; 290,000 compounds, 0.23% hits;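 active = inhibition above a per-plate limit of that plate's mean compound inhibition plus 3 SD, cut at about 60% in these data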;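 also: 0% = DMSO wells and 100% = LY294002 at 200 µM; higher means less KLF5 promoter-driven luciferase light; inactives centre near -14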
HSP90 refold inh: HSP90 refolding inhibition in rabbit reticulocyte lysate | luciferase refolding luminescence, 3 h | 290,000 compounds, 0.91% hits | AID 1789 | inhibition, % at 5.6 µM;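 active = inhibition above the screen-wide mean plus 3 SD, computed separately per campaign, cut at about 16% in these data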;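 also: 0% = DMSO wells and 100% = 60 µM geldanamycin wells; inhibitors lower the luminescence because luciferase stays unfolded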
IEC-6 cytotox: kills IEC-6 intestinal cells in KLF5 counter-screen | IEC-6 cytotoxicity, luminescence viability | inhibition, % at 5 µM | AID 1825 | 290,000 compounds, 0.78% hits; in the data active = inhibition above about 22%;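 also: 0% = plate median of test compound wells and 100% = cytotoxic reference compound wells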
AI-2 QS modul: modulators of Vibrio harveyi AI-2 quorum sensing system | Vibrio harveyi JMH597 AI-2 luminescence/OD600 ratio, 9 h; active compounds read low; strain lacks LuxN and CqsS sensors; 0 = neutral-control median | activity change, % at 7.5 µM | 300,000 compounds, 0.4% hits; in the data active = activity change below about -75%, passing the limit was not always enough; inconclusive = no clear call, values can overlap the other calls;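 also: luminescence divided by OD600 gain over 9 h not by final OD600 alone; inactives centre near 13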
HIF act: HIF pathway transcriptional activation | U2OS HRE-luciferase reporter, luminescence; normalized: DMSO 0%, desferrioxamine 100% | activation, % at 7.5 µM (by protocol) | 300,000 compounds, 0.32% hits | AID 1910;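 active = mean activation of at least 10% of the iron chelator positive control signal, with at least half of replicates also reaching 10%; inconclusive = mean and replicate majority disagree about reaching 10%; inactive = mean and most replicates under 10%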
HSF1 inh: HSF1 inhibition. NIH3T3-HGL HSE-luciferase, MG132-induced, luminescence 8 h; active compounds read low. 300,000 compounds, 0.77% hits. activity change, negative = inhibition, % at 7.5 µM (by protocol);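 active = more than half of replicate wells show activity change below -50%, luminescence cut by over half; inconclusive = some wells, but at most half, below -50%; inactive = no replicate well below -50%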;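 also: luciferase reports HSF-1 transcriptional activity via heat shock element; 0% = median of DMSO wells and -100% = zero luminescence signal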
HSF-1 act: increases HSF-1 driven luciferase reporter signal; NIH3T3-HGL HSF-1 luciferase reporter, MG132, 8 h; 100% = twice DMSO control signal; activation, % at 9 µM; 300,000 compounds, 1.7% hits; AID 504408;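 active = mean replicate activation of at least 50% with a set share of replicates each reaching 50%; inconclusive = only one of those two conditions met; inactive = mean below 50% and too few replicates reaching it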;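 also: 0% = median of the neutral control wells and 100% = twice that signal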
HDAC3 inh: human HDAC3 inhibition. inhibition, % at 8.3 µM. 320,000 compounds, 0.15% hits. AID 2718. recombinant HDAC3, fluorogenic peptide/trypsin coupled, fluorescence. O15379; in the data active = inhibition above about 26%, passing the limit was not always enough; inconclusive = no clear call, values can overlap the other calls
Target sequence (O15379 whole entry, looked up): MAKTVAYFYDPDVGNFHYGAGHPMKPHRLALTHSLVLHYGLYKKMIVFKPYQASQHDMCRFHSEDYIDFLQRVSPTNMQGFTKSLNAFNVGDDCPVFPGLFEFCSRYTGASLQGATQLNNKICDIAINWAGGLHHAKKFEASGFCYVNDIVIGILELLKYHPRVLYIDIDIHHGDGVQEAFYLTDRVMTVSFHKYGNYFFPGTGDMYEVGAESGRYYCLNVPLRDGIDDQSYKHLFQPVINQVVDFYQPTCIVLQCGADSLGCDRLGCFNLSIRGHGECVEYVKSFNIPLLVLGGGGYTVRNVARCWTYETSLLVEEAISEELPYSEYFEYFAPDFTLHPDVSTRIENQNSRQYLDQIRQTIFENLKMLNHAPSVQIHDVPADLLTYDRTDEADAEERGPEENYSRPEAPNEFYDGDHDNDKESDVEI
* marks the source's active call; other numbers are inactive results; ? = inconclusive; nt = no result given.

Below each SMILES – Platelet DG rel	aSyn 5UTR inh	KLF5 inh	HSP90 refold inh	IEC-6 cytotox	AI-2 QS modul	HIF act	HSF1 inh	HSF-1 act	HDAC3 inh
1) CCN1C(=O)N[C@@H](CCc2ccccc2)[C@H](C(=O)OC)[C@H]1C
→ 3	-25	nt	nt	nt	9	-0.6	8	7	10
2) O=C(N=Nc1c(O)n(C2OC(=O)c3ccccc32)c2ccccc12)c1ccco1 (stereo not drawn)
→ 0	-110	20	2	3	3	0.0	2	8	2
3) c1ccc(COc2ccc(-c3sc(Nc4ccccc4)n[n+]3-c3ccccc3)cc2)cc1
→ 1	-2	8	8	1	22	-3.5	-9	-12	3
4) CCCC1(C)SC(NC(C)=O)=NN1C(C)=O (stereo not drawn)
→ 5	2	-4	-3	-3	12	-0.2	-1	-5	-1
5) CSc1nc(N2CCOCC2)c2c3c(sc2n1)CCCC3
→ 0	29	-13	-2	-2	33	0.0	-3	-9	1
6) COC(=O)C1=C(C)OC(N)=C(C#N)C1c1cc2cc(C)ccc2nc1Cl (stereo not drawn)
→ 1	-28	-2	1	-4	20	-0.4	0	-1	8
7) S=C(NCCc1ccc(Cl)cc1)NCc1ccccc1
→ -1	0	-10	6	-4	-22	-0.3	2	10	6
8) O=C(COc1ccccc1/C=C1\SC(=O)NC1=O)Nc1ccc(F)cc1
→ 7	5	-19	-1	-5	29	0.0	6	12	1
9) COc1ccc(NC(=O)CCC(=O)N2CCCC2)c([N+](=O)[O-])c1
→ 3	-1	-13	3	0	9	-0.1	0	-6	1
10) Oc1cc2ccccc2nc1-c1ccccc1Cl
→ 1	-8	-16	1	1	20	1.9	0	4	-12
11) O=c1c(Cl)c(N2CCCCC2)cnn1-c1nc2ccccc2[nH]1
→ 27	93*	50	65*	16	7	-2.0	-34	-44	-5
12) O=C(NN=C1CCCC1)c1n[nH]c2c1CCCC2
→ 5	-73	-24	7	5	33	3.0	-2	-16	-7
13) Cc1cccc(N/C(N)=N/c2nc(C)cc(=O)[nH]2)c1
→ 0	7	4	0	1	16	0.1	6	-2	-10
14) CCOCCCNC(=O)c1ccccc1NC(=O)C1=C(C)OCCS1
→ -1	6	-23	1	-2	21	-0.9	-3	-13	-5
15) COc1ccc([N+](=O)[O-])cc1NC(=O)COC(=O)c1ccccc1O
→ 1	-15	9	-2	-5	1	-0.2	2	6	-10
16) COc1cccc(CSc2nccn2C)c1
→ 1	-4	-26	-5	-7	16	-1.2	0	4	10
17) COc1ccccc1NS(=O)(=O)c1cccc(NC(=O)Cc2cccs2)c1
→ -8	-1	-30	-3	-2	9	-0.4	2	-6	8
18) COc1cc(C)ccc1OCCOc1c(Cl)cc(Cl)cc1Cl
→ -5	-36	-8	-2	0	17	0.0	9	23	0
19) O=C(COC(=O)c1cc(=O)[nH]c2ccc(Br)cc12)c1ccccc1
→ 1	10	-5	3	6	1	0.1	-3	8	4
20) CCCC(=O)NC(=S)Nc1ccc(S(=O)(=O)N2CCc3ccccc32)cc1
→ -1	-26	nt	nt	nt	-14	-0.6	-6	5	5
21) Cc1cc(C)c2nc(NC(=O)C3CC(=O)N(Cc4ccco4)C3)sc2c1 (stereo not drawn)
→ nt	nt	10	-3	-3	22	nt	nt	nt	1
22) CC(=O)Nc1ccc(N(C(=O)c2ccco2)C(C(=O)NC2CCCC2)c2ccncc2)cc1 (stereo not drawn)
→ -2	-15	-20	0	-2	7	0.0	0	-12	-3
23) Cc1ccccc1C(=O)NC1CCN(CC(=O)Nc2c(C)cccc2C)CC1
→ -1	18	0	-4	2	24	-0.3	-6	5	2
24) O=C(Nc1ccccc1)c1ccc(NCC2CCCO2)c(S(=O)(=O)N2CCOCC2)c1 (stereo not drawn)
→ 0	9	1	0	-1	1	-0.6	-4	10	nt
25) C#CCOCCOCCOCCNc1nc(N2CCN(C(=O)[C@H](CCC(=O)O)n3cc(C(N)Cc4ccc(O)cc4)nn3)CC2)nc(N2CCN(C(=O)[C@H](Cc3ccc(O)cc3)n3cc(C(N)[C@H](C)CC)nn3)CC2)n1 (stereo partly drawn)
→ -1	27	nt	nt	nt	33	-3.0	?	-60	nt
26) COc1ccc(S(=O)(=O)N2CCOCC2)cc1NC(=O)CCc1c[nH]c2ccccc12
→ 7	-2	0	0	-3	3	-1.1	2	-11	0
27) Cn1c(=O)c(C(=O)NNC(=O)c2cccc(Cl)c2)c(O)c2ccccc21
→ 0	-3	-3	-2	4	8	-0.1	0	-2	-1
28) Cc1cc(NC(=O)C2CC(c3c(F)cccc3Cl)=NO2)n(-c2ccccc2)n1 (stereo not drawn)
→ 0	8	-14	-3	-1	13	0.2	-1	0	3
29) CCc1ccc(C2=NN(S(C)(=O)=O)C(c3cccs3)C2)cc1 (stereo not drawn)
→ 3	-92	-103	2	4	32	3.2	48	70*	-3
30) N=c1n(CC(=O)c2ccc([N+](=O)[O-])cc2)c2ccccc2n1Cc1ccc(Cl)cc1
→ 1	-4	-12	2	6	43	-1.7	4	-1	?
31) CC(C)(C)c1nc(NCCN2CCOCC2)c2nnn(Cc3ccccc3Cl)c2n1
→ 3	-7	-7	3	-2	1	-0.3	5	-9	1
32) Cc1cc(Br)cc2c1NC(=O)C2(O)CC(=O)c1ccco1 (stereo not drawn)
→ 0	4	-11	0	2	33	-0.7	-5	-11	0
33) O=C(c1cccc(F)c1)N1CCN(Cc2ccco2)CC1
→ 3	-12	-22	3	3	6	-0.1	-3	-4	-7
34) COc1ccc(NC(=O)CCSc2ccc(C)cc2)cc1
→ -1	-25	-6	5	2	16	0.0	-6	7	-7
35) COc1cc(CN2CCC(C(=O)N3CCN(c4ccccc4F)CC3)CC2)cc(OC)c1OC
→ 12	2	-16	0	4	10	0.1	-7	-2	-2
36) Cc1ccc(-c2ccc(OC(=O)c3ccc(=O)[nH]c3)c(C)c2)cc1
→ -5	-21	-54	-2	4	22	0.3	19	16	-1
37) COc1ccc(-n2c(=S)[nH]c3sc(-c4ccccc4)cc3c2=O)c(OC)c1
→ -5	-18	-6	0	-2	14	0.6	10	6	2
38) CC1=NNC(=O)C1CC(=O)N/N=C/c1ccc(C)o1 (stereo not drawn)
→ -13	16	9	1	4	nt	-0.1	-38	-47	4
39) COC(C[C@@H]1O[C@@H]1[C@H](O)[C@@H](C)OCc1ccccc1)OC
→ -10	-19	-16	-3	2	-7	-1.2	2	1	-5
40) Cc1cc(C=O)c(C)n1-c1ccc2c(c1)OCO2
→ 4	-3	2	1	0	18	-0.8	5	-6	-3
41) Cc1ccc(S(=O)(=O)CCC(=O)OCc2cc(C)ccc2C)cc1
→ -1	5	nt	nt	nt	20	-0.7	0	-3	6
42) CCOC(=O)COc1ccc(Br)cc1/C=C/c1[nH]c(=O)[nH]c(=O)c1[N+](=O)[O-]
→ -12	6	-24	3	-8	18	-0.1	53	85*	7
43) CCN(CCn1cccn1)C(=O)CCc1nnc(CCc2ccccc2OC)o1
→ -2	-14	-30	-3	-6	0	0.0	-7	1	0
44) CC(C)C(NC(=O)C(NC(=O)C1OC2OC(C)(C)OC2C2OC(C)(C)OC12)C(C)C)C(=O)O (stereo not drawn)
→ 27	-13	-21	-1	-4	-4	0.3	0	5	-15
45) Cc1c(NC(=O)C(C)OC(=O)Cc2ccc(F)cc2)c(=O)n(-c2ccccc2)n1C (stereo not drawn)
→ 11	4	nt	nt	nt	14	-0.3	-4	-19	1
46) Cc1c2c(nc3c(C(=O)NC4CC4)cnn13)CCCC2
→ -1	-9	-35	0	-2	12	1.1	-1	18	nt
47) CCNS(=O)(=O)c1cc(-c2nnc(OC)c3ccccc23)ccc1C
→ 17	15	-18	0	-7	13	-1.1	-2	-3	-1
48) O=C1CC[C@@H](CN(Cc2ccccn2)Cc2nc(Cc3cccc(C(F)(F)F)c3)no2)N1
→ -3	-5	-16	-1	3	14	0.0	11	47	1
49) COc1ccc(C(c2nnnn2C2CCCCC2)N2CCN(C)CC2)c(OC)c1 (stereo not drawn)
→ 7	8	-4	2	1	-2	0.2	-10	-3	-2
50) CC(C)(C)NC(=O)c1ccc2c3c(cccc13)CC2
→ -12	-11	-32	-2	-2	8	-0.1	48	101*	-4
51) O=C(N=C1c2ccccc2CN1c1ccccc1)c1cccc([N+](=O)[O-])c1
→ 0	-123	-15	0	5	10	4.4	0	19	5
52) Clc1ccc(-c2csc(-c3ccncc3)n2)cc1
→ 2	-135	-55	2	5	29	3.5	35	58*	4
53) O=C(NNC(=O)c1ccc2c(c1)OCO2)NC1CCCCC1
→ 9	-6	-14	4	3	17	-0.3	1	-17	3
54) CCN(CC(=O)Nc1cc(C)c(Cl)cc1OC)CC(=O)NC1CCS(=O)(=O)C1 (stereo not drawn)
→ -13	7	-2	1	5	5	-0.3	3	-4	-5
55) Clc1ccc(CN2CCc3c([nH]c4ccccc34)C2)cc1Cl
→ 11	-19	-25	2	3	11	-19	-4	-7	5
56) COc1ccc(C(=O)Nc2cc(Cl)cc(Cl)c2)c(OC)n1
→ -1	-114	2	-3	-6	11	0.5	12	14	-1
57) CC(C)C(NC(=O)c1ccc(C(C)(C)C)cc1)C(=O)NCC1(N(C)C)CCCCC1 (stereo not drawn)
→ 0	35	-16	3	2	46	-0.3	11	45	-6
58) C/C(=N/NC(=O)c1cc(C)[nH]n1)c1ccncc1
→ 30	-19	-42	-1	2	8	0.1	-11	-17	1
59) COc1ccccc1N1CCN(C(=O)c2ccc3nc[nH]c3c2)CC1
→ 15	18	-10	0	0	17	1.3	-7	-7	0
60) COc1c(CC=C(C)C)cc(C2CC(=O)c3c(O)cc(O)cc3O2)cc1CC=C(C)C (stereo not drawn)
→ -3	-34	nt	nt	nt	-11	0.4	-91*	-91	5

Source: PubChem
